Source: PubChem (several laboratories)
PfHsp40 rescue: restores yeast growth despite PfHsp40 toxicity; S. cerevisiae expressing PfHsp40, growth rescue, ATP luminescence; growth rescue, % at 12.5 µM; 340,000 compounds, 0.68% hits; AID 504582; in the data active means growth rescue above about 28%, passing the limit was not always enough; inconclusive means no clear call, values can overlap the other calls;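 further: yeast W303a lacking pdr1 and pdr3 grown in galactose medium; growth measured after three days at 30 °C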
3CLpro inhibitor: SARS-CoV 3CLpro protease inhibition. P0C6X7. recombinant SARS-CoV 3CLpro, quenched FRET peptide cleavage. inhibition, % at 6 µM. 290,000 compounds, 0.14% hits; in the data active means inhibition above about 12%
CCHFV vOTU inh: CCHFV vOTU protease inhibition. 370,000 compounds, 0.55% hits. inhibition, % at 11.5 µM. Pep-AMC fluorescence. AID 651958; in the data active means inhibition above about 30%; further: 0% = vehicle wells with enzyme and 100% = no enzyme wells
Anthrax LF prot: anthrax lethal factor protease inhibition. P15917. multiplex microsphere protease cleavage assay, LF. inhibition, % at 10 µM. 360,000 compounds, 0.12% hits; further: plate controls were buffer without enzyme for full effect and enzyme alone for no effect
Target sequence (P15917 whole entry, looked up): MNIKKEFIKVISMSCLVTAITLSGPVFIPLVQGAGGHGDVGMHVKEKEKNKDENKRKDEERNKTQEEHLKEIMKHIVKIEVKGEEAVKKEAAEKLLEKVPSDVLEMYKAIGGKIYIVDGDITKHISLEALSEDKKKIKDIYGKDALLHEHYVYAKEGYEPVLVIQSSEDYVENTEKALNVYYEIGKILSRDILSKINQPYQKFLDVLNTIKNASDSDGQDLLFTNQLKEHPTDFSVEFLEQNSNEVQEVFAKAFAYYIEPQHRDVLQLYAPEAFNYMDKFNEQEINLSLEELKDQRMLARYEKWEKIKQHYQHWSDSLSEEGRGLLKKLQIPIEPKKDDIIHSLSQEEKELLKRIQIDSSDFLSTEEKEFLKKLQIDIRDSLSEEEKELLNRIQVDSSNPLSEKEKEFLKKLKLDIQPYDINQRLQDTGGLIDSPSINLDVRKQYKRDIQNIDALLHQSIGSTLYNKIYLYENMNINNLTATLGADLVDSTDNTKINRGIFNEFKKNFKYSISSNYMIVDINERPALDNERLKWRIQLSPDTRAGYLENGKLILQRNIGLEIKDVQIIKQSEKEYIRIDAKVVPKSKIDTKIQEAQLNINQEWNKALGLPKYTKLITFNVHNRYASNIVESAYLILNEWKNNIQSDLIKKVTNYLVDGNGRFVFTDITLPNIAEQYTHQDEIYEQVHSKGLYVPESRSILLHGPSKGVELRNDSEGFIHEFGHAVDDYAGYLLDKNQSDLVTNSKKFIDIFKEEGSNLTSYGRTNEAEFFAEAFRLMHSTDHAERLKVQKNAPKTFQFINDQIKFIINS
BoNT-A LC inh2: blocks Botulinum neurotoxin A light chain protease. multiplex microsphere protease substrate cleavage, flow cytometry. inhibition, % at 10 µM. 360,000 compounds, 0.17% hits; further: plate controls were buffer without enzyme for full effect and enzyme alone for no effect
TcdB GH inh: TcdB glycohydrolase inhibition | P18177 | TcdB glycohydrolase enzymatic assay, plate reader | inhibition, % at 9.99 µM | 350,000 compounds, 0.24% hits; in the data active means inhibition above about 10%
BH1578 lux ind: induces V. cholerae light production without autoinducers. V. cholerae BH1578 lux reporter, luminescence, 6 h. activation, % at 18.7 µM. 350,000 compounds, 0.16% hits. AID 588436; in the data active means activation mostly above about 9.7%, no sharp cut-off; inconclusive means no clear call, values can overlap the other calls; inactive means mostly below about 3.7%; further: not every result past the cut was called active; inactives centre near 0; reference of the scale not given here
Y pestis TopoI: blocks Yersinia pestis topoisomerase I activity | activity, % at 10 µM | 360,000 compounds, 0.064% hits | Y. pestis Topo-I cleavage product accumulation, plate reader; in the data active means activity above about 50%, passing the limit was not always enough; inconclusive means no clear call, values can overlap the other calls; further: inactives centre near 2
SSB-PriA inh: blocks PriA binding to SSB C-terminal tail. AlphaScreen SSBct-PriA binding, biotinylated peptide. inhibition, % at 33 µM. 430,000 compounds, 0.6% hits. AID 1272365; in the data active means inhibition mostly above about 37%, no sharp cut-off; inactive means mostly below about 20%;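 further: plate controls were negative control peptide for no effect and reference peptide for full effect; strong numbers were not always called active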
VHR inh abs: blocks human VHR1 dual specificity phosphatase; P51452; recombinant VHR phosphatase, pNPP absorbance; inhibition, % at 13.3 µM; 290,000 compounds, 0.52% hits; AID 1654; in the data active means inhibition above about 50%; further: some compounds called inactive have numbers as strong as hits
Target sequence (P51452 whole entry, looked up): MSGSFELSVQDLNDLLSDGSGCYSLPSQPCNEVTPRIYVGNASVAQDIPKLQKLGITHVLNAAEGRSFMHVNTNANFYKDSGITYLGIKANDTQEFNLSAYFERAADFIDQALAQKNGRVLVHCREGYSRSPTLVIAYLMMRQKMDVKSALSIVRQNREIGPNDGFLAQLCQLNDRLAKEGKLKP
The depositor's hits bear a star; i = inactive; ? = inconclusive; . = no result given; & = joins results of further samples. Unless noted, no stated cut-off is given here; in the data, active means inhibition above about 30%; inconclusive means no clear call, values can overlap the other calls; inactive means below that. Some of the compounds tested; rates above refer to the full screens.

SMILES	PfHsp40 rescue	3CLpro inhibitor	CCHFV vOTU inh	Anthrax LF prot	BoNT-A LC inh2	TcdB GH inh	BH1578 lux ind	Y pestis TopoI	SSB-PriA inh	VHR inh abs
OCc1ncccc1O	-0.4	2	-15	-10	-6.6	0.0	-1.0	2	-18	-26
CCOC(=O)c1cc(CC)sc1NC(=O)CC1SC(N)=NC1=O (configuration not stated)	1.5	4	-1	0	0.3	1.2	i	2	.	20
Cc1ccc(NC(=O)CCC(=O)OCc2ccc(Br)cc2)cc1	0.8	4	9	-2	-0.5	.	3.4	2	-6	-6
COc1ccc(-c2[nH]ncc2CNCc2cc(C)n(C)n2)c(F)c1	-1.0	2	6	1	-0.1	0.4	-0.3	5	4	11
COc1ccc(NC(=O)NCc2ccc(Cl)cc2)cc1	-1.3	-1	-1	-4	0.6	0.0	2.5	1	-8	7
CC(c1ccccc1)n1cc(C(=O)NCc2cccnc2)nn1 (configuration not stated)	-0.7	0	1	-1	0.8	.	-0.3	0	-13	8
Cn1cnnc1SCC(=O)NNC(=O)c1ccc([N+](=O)[O-])cc1	-0.3	.	-21	0	-0.3	1.3	i	1	-9	.
Cc1ccccc1C(=O)NNC(=O)Nc1ccccc1	.	3	-14	.	.	1.0	.	.	.	28
CNC(=O)COc1ccc(S(=O)(=O)Nc2ccc(C)cc2)cc1	0.3	0	-8	-2	-0.6	1.4	0.3	-4	-12	18
Cc1cc(-c2nn(-c3ccccc3F)cc2CN2CCN(c3ccncc3)CC2)c(C)s1	-0.7	-2	-3	-3	0.3	0.6	-0.4	15	22	18
CC[C@]12c3[nH]c4ccccc4c3CCN1C(=O)C(CC(=O)NC/C=C(\C)CCC=C(C)C)C[C@@H]2C(=O)N1CCN(C(=O)c2ccco2)CC1 (some centres not stated)	-0.1	.	22	-7	-0.3	0.5	-0.5	31	-10	.
CCN(C(=O)COC(=O)/C=C/c1ccco1)C1CCCCC1	-1.2	.	-1	-9	-0.5	0.8	i	-6	6	.
CCC1C(=O)NCCN1C(=O)c1cccc(OC2CCN(S(=O)(=O)N(C)C)CC2)c1 (configuration not stated)	1.3	5	9	-1	-1.0	-0.9	i	2	5	18
Cc1ccc(S(=O)(=O)NCCc2ccccc2)cc1	1.3	5	-11	0	0.5	.	3.1	10	-8	33
Cc1cc(C)c2[nH]c(=O)c(CN(CC3CCCO3)C(=S)NCc3ccco3)cc2c1 (configuration not stated)	-0.6	-1	2	-2	0.1	-0.1	1.9	-3	13	2
CC(=O)Nc1nonc1NC(=O)CSc1ccccn1	1.0	-2	-9	-3	-0.3	.	-0.3	-4	-12	22
COc1ccc(CN2CCC2(C)C(=O)Nc2cccc(NS(C)(=O)=O)c2)c2ccccc12 (configuration not stated)	.	.	8	-9	-0.4	1.5	-1.2	27	.	.
COc1ccc(OC)c(CN2C(=O)CCC2(C)c2nnnn2-c2c(C)cccc2C)c1 (configuration not stated)	.	.	2	6	-1.0	-0.3	.	.	.	.
O=C(O)c1ccc(NC(=O)C(c2ccccc2)c2ccccc2)cc1	0.0	-2	-1	2	2.1	-0.6	-0.3	3	-2	5
CN(C)CCNC(=O)c1onc(CSc2ccc(F)c(F)c2)c1C(=O)NCCN(C)C	-1.2	.	5	-4	0.0	-2.0	i	-20	2	0
CCN(CC)C(=O)CSc1nnc(-c2cccc(OC)c2)o1	-0.4	3	-6	-2	-1.0	.	-0.3	13	-20	18
O=S(=O)(NCc1ccccn1)c1cc(Cl)ccc1Cl	-0.7	2	-2	4	2.1	2.3	-0.1	0	1	46
COC(=O)C1=NN(N=O)C2(CC(=O)N(c3cc(C)cc(C)c3)C2=O)C1 (configuration not stated)	-0.6	3	-4	0	2.4	.	1.3	11	-4	-21
CCOC(=O)N1CCN(S(=O)(=O)c2ccc(-n3cnnn3)cc2)CC1	0.4	-5	2	1	-0.2	0.2	-0.4	1	6	-14
CCOc1cc2c3c(c1)C(C)=CC(C)(C)N3C(=O)C2=O	0.7	2	-4	0	-0.1	-0.2	i	-2	-1	14
CCCCNC1=CC(=O)C(NCCCC)=CC1=O	-0.9	.	26	6	-0.5	-0.3	5.0	-5	1	.
COc1cccc(/C=C2/SC(=S)N(CC(=O)NC3C=CS(=O)(=O)C3)C2=O)c1 (configuration not stated)	1.4	1	14	0	1.3	1.6	-0.4	8	14	20
CCN1CCN(c2nc3c(c(=O)[nH]c(=O)n3C)n2Cc2ccccc2F)CC1	-1.2	-1	-5	-4	1.3	1.6	-2.0	-4	0	39
O=C(c1ccc(NS(=O)(=O)c2ccc3[nH]c(=O)[nH]c3c2)cc1)N1CCCC(C(F)(F)F)C1 (configuration not stated)	0.8	.	2	-1	2.3	0.9	-1.6	-1	-5	.
CCCC(=O)N1CCC1(C)C(=O)Nc1ccc(OC)c(OC)c1 (configuration not stated)	.	.	4	0	-0.4	-0.2	i	-8	.	.
CCSc1ccccc1C(=O)Nc1ccc([N+](=O)[O-])cc1OC	0.9	1	-7	-3	0.2	1.2	-0.3	-5	12	27
O=C(Nc1ccn(Cc2ccccc2F)n1)c1ccc(COc2ccc(Cl)cc2Cl)o1	-0.5	2	14	-3	-0.4	.	i	23	-9	-13
Cc1ccc(S(=O)(=O)N2CCC(C(=O)Nc3nnc(-c4ccco4)s3)CC2)cc1	0.0	-4	11	-4	-0.6	-1.0	i	-2	12	0
COc1ccccc1CN(C)C(C)C(=O)Nc1cccc(C(C)=O)c1 (configuration not stated)	-1.8	1	-8	-2	-1.4	-1.0	-0.4	11	-8	13
Cc1ccc(C)c(S(=O)(=O)N2CCCC2CNC(=O)C(=O)NCCN2CCOCC2)c1 (configuration not stated)	-0.9	.	-2	?	-0.7	1.2	i	6	3	.
N#Cc1ccsc1NC(=O)COC(=O)C1=NNC(=O)CC1	-0.7	.	-3	-1	1.7	-0.1	i	-4	-4	.
O=C(c1cc2nc(-c3ccco3)cc(C(F)(F)F)n2n1)N1CCN(c2ccccc2)CC1	3.1	0	14	0	0.7	1.6	i	7	-8	-4
Cc1cc(C)cc(N2C(=O)C3C4C=CC(C4)C3C2=O)c1 (configuration not stated)	1.2	4	-4	-4	-0.3	.	i	4	-4	-6
Clc1ccc(OCCCCN2CCc3ccccc3C2)cc1	3.2	3	-1	3	0.9	0.7	-0.2	25	-40	43
CC1Cc2ccccc2N1C(=O)CCn1cccn1 (configuration not stated)	-0.7	-2	0	-2	-0.1	0.1	i	6	-11	14
Nc1c(C(=O)N2CCOCC2)oc2ccccc12	-0.3	0	-8	-2	2.1	-4.2	i	0	3	8
CCOC(=O)c1c(NC(=O)COC(=O)c2ccc(Cl)nc2)sc(C)c1C	.	.	7	-4	0.0	0.5	-0.2	7	.	.
CN1CCN(c2ccc(S(=O)(=O)N3CCCCC3)cc2NC(=O)Cc2ccc(Cl)cc2)CC1	-1.7	6	2	0	0.7	.	-0.3	-4	10	3
Cc1ccsc1/C=N/NC(=O)c1nnn(-c2nonc2N)c1-c1ccc2c(c1)OCO2	-2.3	6	13	1	-0.1	1.0	-0.4	2	.	-1
Cc1cccnc1Nc1nc(-c2ccc(O)cc2O)cs1	7.2	1	5	-4	0.5	.	-0.4	-37	35	26
Cc1ccc(C(=O)c2sc3nsc(C)c3c2N)cc1	-0.3	5	-3	2	3.7	.	-4.5	4	-13	12
Cc1cc(=O)oc2cc(OCC(=O)NC3CCCCC3)ccc12	-0.4	-4	4	-1	0.6	0.9	-0.1	3	4	13
O=C(CSc1ccccn1)Nc1ccc2c(c1)OCCO2	0.1	2	5	-9	-0.6	1.2	i	-3	4	-12
O=C(CSc1ccc(Cl)cc1)NC(=O)NCc1ccco1	3.1	7	10	9	-0.6	0.6	-0.1	7	-6	-1
O=C(O)/C=C/c1cnc[nH]1	-0.9	-4	-6	-7	-0.7	1.3	i	-2	2	-30
COc1ccc(-c2nc(C#N)c(N3CCN(C(=O)c4ccco4)CC3)o2)cc1OC	-0.6	-2	0	0	2.0	-3.7	i	0	-22&-12	13
COc1cccc(NC(=S)NC(=O)Cc2ccccc2)c1	1.6	.	8	1	-0.3	1.3	-0.6	-11	-19	.
O=S(=O)(CCSc1ccc(C(F)(F)F)cn1)c1ccccc1	1.5	4	-7	-2	0.1	1.8	-0.9	5	-1	40
CC1(C(=O)NS(=O)(=O)c2ccc(F)cc2F)CCN1C(=O)Cc1ccccc1Cl (configuration not stated)	.	.	0	-4	0.0	-0.8	i	2	.	.
COc1ccccc1N(C(=O)CNC(=O)c1ccco1)C(C(=O)NC1CCCC1)c1ccco1 (configuration not stated)	-2.3	-7	3	-7	2.3	1.0	-0.2	-15	4	36
Cc1ccc(S(=O)(=O)O/N=C2/CCCc3occc32)cc1	0.1	-1	-2	4	-0.6	.	1.0	0	.	18
CN(C)S(=O)(=O)c1cccc(C(=O)Nc2ccc(S(=O)(=O)N3CCCC3)cc2)c1	6.0	3	-9	-1	-0.6	1.1	-0.3	-1	-9	10
CCOc1ccc(NC(=O)/C(C#N)=C/c2cn(CC(=O)O)c3ccccc23)cc1	0.4	-3	10	3	-2.3	-2.2	0.9	4	-15	21
Nn1c(Nc2ccccc2)nc2sc3c(c2c1=O)CCC3	6.3	3	20	-5	-1.1	.	0.6	7	3	22
CCn1ncc(Br)c1C(=O)Nc1cc(C(=O)OC)ccc1C(=O)OC	1.6	-1	-3	-1	0.0	.	i	-10	-18	-15
More structures follow.
SMILES	PfHsp40 rescue	3CLpro inhibitor	CCHFV vOTU inh	Anthrax LF prot	BoNT-A LC inh2	TcdB GH inh	BH1578 lux ind	Y pestis TopoI	SSB-PriA inh	VHR inh abs
COC(=O)c1sc2nc(SCC(=O)N(C)c3ccccc3)n(N)c(=O)c2c1C	-0.2	1	-4	-2	-1.0	-0.4	1.1	-1	7	20
Cc1ccc(C(=O)NCCSc2c(C)[nH]c3ccccc23)cc1[N+](=O)[O-]	-0.9	-2	-3	-8	0.4	0.9	-0.2	-10	4&12	-11
CSc1ccccc1NC(=O)c1cnccn1	0.3	-3	0	-2	?	.	i	6	2	3
Cc1cc(NC(=O)CSCC(=O)Nc2cccc(S(=O)(=O)N3CCCCCC3)c2)no1	-0.6	.	6	0	-0.6	0.7	-3.8	18	-5	.
O=C(CSc1nnc(-c2ccncc2)n1Cc1ccco1)Nc1nccs1	0.3	0	8	0	0.2	.	i	-5	-10	18
CN(C)c1ccc(-c2c(-c3ccc4c(c3)OCO4)noc2-c2ccsc2)cn1	2.9	-7	.	-7	-0.8	.	-0.4	34	6	17
Cc1ccccc1OCC(=O)N/N=C/c1sc(=O)n(Cc2cccc(C(=O)O)c2)c1Cl	0.1	8	7	.	.	-0.3	-0.5	11	i	8
CCN(CC)C(=O)c1ccc(NC(=O)c2ccc3c(c2)NC(=O)CS3)cc1	-1.0	.	5	-2	0.2	-0.5	.	-5	-5	.
CCNc1ccc(Br)cc(C(=O)/C=C/c2c(Cl)cccc2Cl)c1=O	0.4	7	.	29	59*	.	-0.4	-2	10	0

One compound at a time, as listed above. Order of values: PfHsp40 rescue, 3CLpro inhibitor, CCHFV vOTU inh, Anthrax LF prot, BoNT-A LC inh2, TcdB GH inh, BH1578 lux ind, Y pestis TopoI, SSB-PriA inh, VHR inh abs
CSc1ccccc1NC(=O)c1cnccn1 is entered as 0.3, -3, 0, -2, ?, ., i, 6, 2, 3
CCNc1ccc(Br)cc(C(=O)/C=C/c2c(Cl)cccc2Cl)c1=O is entered as 0.4, 7, ., 29, 59*, ., -0.4, -2, 10, 0

An excerpt of these results, in markdown.
| structure | PfHsp40 rescue | 3CLpro inhibitor | CCHFV vOTU inh | Anthrax LF prot | BoNT-A LC inh2 | TcdB GH inh | BH1578 lux ind | Y pestis TopoI | SSB-PriA inh | VHR inh abs |
| --- | --- | --- | --- | --- | --- | --- | --- | --- | --- | --- |
| COC(=O)c1sc2nc(SCC(=O)N(C)c3ccccc3)n(N)c(=O)c2c1C | -0.2 | 1 | -4 | -2 | -1.0 | -0.4 | 1.1 | -1 | 7 | 20 |
| Cc1ccc(C(=O)NCCSc2c(C)[nH]c3ccccc23)cc1[N+](=O)[O-] | -0.9 | -2 | -3 | -8 | 0.4 | 0.9 | -0.2 | -10 | 4&12 | -11 |
